# Yp Topo-I inh: Yersinia pestis topoisomerase I inhibitors, primary screen, biochemical, cleavage product accumulation, plate reader, single point; DNA topoisomerase I (Yersinia pestis CO92); hit rate 0.064% among 360,000; Y. pestis Topo-I cleavage product accumulation; AID 504884, 2011; activity, % at 10 µM; in the data active means activity above about 50%, passing the limit was not always enough; inconclusive means no clear call, values can overlap the other calls; further: inactives centre near 2
# BH1578 lux ind: inducers of Vibrio cholerae quorum light production without autoinducers, primary screen, BH1578 luxS cqsA deficient, single point. activation, % at 18.7 µM. hit rate 0.16% among 350,000. V. cholerae BH1578 lux reporter, luminescence, 6 h; in the data active means activation mostly above about 9.7%, no sharp cut-off; inconclusive means no clear call, values can overlap the other calls; inactive means mostly below about 3.7%; further: not every result past the cut was called active; inactives centre near 0; reference of the scale not given here
# PrPC TRFRET: inhibitors of human cell surface prion protein PrPC, primary screen, cell-based, TR-FRET; Major prion protein (Homo sapiens), P04156; TR-FRET read-out; inhibition, % at 13.8 µM; hit rate 0.43% among 370,000; in the data active means inhibition above about 24%; further: 0% = median of the test wells and 100% = reference compound wells
# PfHsp40 rescue: rescue of yeast from PfHsp40 toxicity, primary screen, S. cerevisiae, ATP luminescence; growth rescue, % at 12.5 µM; AID 504582, 2011; hit rate 0.68% among 340,000; S. cerevisiae expressing PfHsp40, growth rescue; in the data active means growth rescue above about 28%, passing the limit was not always enough; inconclusive means no clear call, values can overlap the other calls;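 further: yeast W303a lacking pdr1 and pdr3 grown in galactose medium; growth measured after three days at 30 °C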
# BoNT A protease: BoNT/A light chain protease inhibitors, primary screen, biochemical, flow cytometry, MLPCN library; Botulinum neurotoxin type A light chain protease (Clostridium botulinum A str. ATCC 3502); AID 588499, 2011; inhibition, % at 10 µM; hit rate 0.17% among 360,000; multiplex microsphere protease substrate cleavage; further: plate controls were buffer without enzyme for full effect and enzyme alone for no effect
# PriA SSB inh: inhibitors of Klebsiella pneumoniae PriA binding to SSB C-terminal tail, primary screen, biochemical, AlphaScreen. AlphaScreen SSBct-PriA binding, biotinylated peptide. inhibition, % at 33 µM. hit rate 0.6% among 430,000. AID 1272365, 2023; in the data active means inhibition mostly above about 37%, no sharp cut-off; inactive means mostly below about 20%;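 further: plate controls were negative control peptide for no effect and reference peptide for full effect; strong numbers were not always called active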
# TcdB inh: TcdB glycohydrolase inhibitors, primary screen, biochemical, single point, plate reader; hit rate 0.24% among 350,000; AID 652162, 2013; TcdB glycohydrolase enzymatic assay; inhibition, % at 9.99 µM; Toxin B (Clostridioides difficile), P18177; in the data active means inhibition above about 10%
# SARS 3CLpro inh: SARS-CoV 3CLpro protease inhibitors, primary screen, biochemical, quenched FRET | AID 1706, 2009 | hit rate 0.14% among 290,000 | inhibition, % at 6 µM | recombinant SARS-CoV 3CLpro, quenched FRET peptide cleavage | Replicase polyprotein 1ab (Severe acute respiratory syndrome coronavirus), P0C6X7; in the data active means inhibition above about 12%
# Anthrax LF inh2: Bacillus anthracis LF protease inhibitors, primary screen, biochemical, multiplex microsphere, MLPCN library; Lethal factor (Bacillus anthracis), P15917; multiplex microsphere protease cleavage assay; inhibition, % at 10 µM; hit rate 0.12% among 360,000; AID 588501, 2011; further: plate controls were buffer without enzyme for full effect and enzyme alone for no effect
# Target sequence (P15917 whole entry, looked up): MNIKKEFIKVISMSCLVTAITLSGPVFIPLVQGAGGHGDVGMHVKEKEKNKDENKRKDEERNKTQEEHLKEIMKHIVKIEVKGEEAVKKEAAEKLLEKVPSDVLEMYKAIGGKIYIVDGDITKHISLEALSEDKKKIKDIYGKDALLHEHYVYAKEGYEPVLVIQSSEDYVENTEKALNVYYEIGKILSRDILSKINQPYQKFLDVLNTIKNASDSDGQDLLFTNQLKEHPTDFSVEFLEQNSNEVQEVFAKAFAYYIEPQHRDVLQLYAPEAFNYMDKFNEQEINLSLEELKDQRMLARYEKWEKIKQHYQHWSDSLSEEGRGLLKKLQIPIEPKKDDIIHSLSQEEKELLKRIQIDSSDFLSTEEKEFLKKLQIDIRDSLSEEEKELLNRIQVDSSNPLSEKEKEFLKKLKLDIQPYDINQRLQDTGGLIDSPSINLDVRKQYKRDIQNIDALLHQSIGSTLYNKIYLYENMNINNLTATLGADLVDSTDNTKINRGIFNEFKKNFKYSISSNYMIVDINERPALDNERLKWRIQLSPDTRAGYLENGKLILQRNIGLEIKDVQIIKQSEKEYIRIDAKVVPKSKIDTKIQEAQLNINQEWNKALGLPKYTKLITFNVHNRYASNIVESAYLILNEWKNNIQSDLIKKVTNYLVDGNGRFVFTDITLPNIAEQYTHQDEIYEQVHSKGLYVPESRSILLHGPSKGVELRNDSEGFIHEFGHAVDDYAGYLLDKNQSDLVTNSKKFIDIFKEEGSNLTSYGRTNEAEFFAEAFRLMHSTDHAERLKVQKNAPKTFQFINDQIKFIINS
# An asterisk follows results filed as active; i = inactive; ? = inconclusive; nt = no result given. Unless noted, no stated cut-off is given here; in the data, active means inhibition above about 30%; inconclusive means no clear call, values can overlap the other calls; inactive means below that. A portion of the library, so the mix of outcomes need not match the whole.
Structure,Yp Topo-I inh,BH1578 lux ind,PrPC TRFRET,PfHsp40 rescue,BoNT A protease,PriA SSB inh,TcdB inh,SARS 3CLpro inh,Anthrax LF inh2
CC(C)Cn1c(/C=C/c2ccccc2)nc2ccccc21,28,-2.7,11,0.3,-3.6,-78,nt,-3,-1
CCOc1cc(CNC(C)(C)CO)cc(Br)c1OCc1ccc(Cl)cc1Cl,7,-7.0,5,-1.8,-2.1,-15,nt,3,-4
Cc1cc(C(=O)CCC(=O)NCC(=O)Nc2c(C)cccc2C)c(C)s1,3,i,5,1.0,-5.6,-5,0.4,nt,5
COc1ccc(NC(=O)CSc2nc(C)cc(C(F)(F)F)n2)cc1,-2,i,18,-3.3,0.0,-19,nt,-5,-2
Cc1nc2ccccc2n1CCc1nc2c3ccccc3nc(=S)n2[nH]1,-1,-1.4,-3,0.5,?,-11,nt,-3,0
O=C(C1CCN(S(=O)(=O)c2cnc[nH]2)CC1)N1CCn2c1nc1ccccc12,6,-3.1,-4,0.9,-0.6,-3,0.0,2,-6
CCC(CC)c1nnc(NC(=O)c2cc(-c3ccccc3)nc3ccccc23)s1,-3,i,-3,-0.3,0.2,6,nt,7,0
S=C(NCCc1ccccc1)NCC(c1ccco1)N1CCCCC1 (stereo unspecified),7,i,-1,0.6,-1.1,-3,1.2,1,-8
COCCCNc1ncnc2c1sc1nc(-c3ccco3)c3c(c12)CC(C)(C)OC3,12,i,3,0.5,-1.9,7,1.7,-5,-11
CC(=O)N1C(=O)CC(C)N(C(C)=O)c2ccc([N+](=O)[O-])cc21 (stereo unspecified),-4,-0.4,-7,-0.3,-0.7,-3,1.2,1,-1
CCN(CC)S(=O)(=O)c1cccc(-c2nnc(SCC(=O)NC)n2CCc2ccccc2)c1,17,i,3,0.8,0.1,-5,nt,1,-5
COC(=O)CCCNC(=O)c1ccc2oc(CCCc3ccccc3)nc2c1,30,i,11,2.3,-2.0,2,-8.7,-2,10
COc1ccc(-c2c[n+]3c(n2-c2ccccc2)CCCCC3)cc1,-3,-2.3,14,-0.2,0.3,-4,1.8,3,0
COC(=O)c1cc2sccc2n1CC(=O)Nc1cccc(SC)c1,-4,i,7,0.7,1.0,-6,nt,0,-1
CCn1cc(C(=O)NCc2ccc(Cl)cc2)c(=O)c2cc(S(=O)(=O)N(C)C)ccc21,5,i,4,1.1,1.9,-18,0.1,7,-13
O=C(NCCCN1CCOCC1)c1cc(C(=O)C2CC2)c[nH]1,-1,-0.8,-9,0.8,0.4,8,nt,2,-3
N#CCSc1ncnc2sc3c(c12)CCC3,-7,nt,-3,0.9,0.3,-7,nt,-7,-11
Cn1c(SCc2ccccc2)nnc1-c1ccc2nonc2c1,4,0.6,-18,-0.1,?,-5,0.4,2,-6
CC1=C(C(=O)N2CCOCC2)CC(CC(=O)NCCN2CCOCC2)C(=O)N1Cc1ccc(F)cc1 (stereo unspecified),1,-0.5,-4,nt,-0.4,nt,0.5,nt,-2
COC(=S)N/C(=N\S(=O)(=O)c1ccc(Cl)cc1)c1ccccc1,2,-0.5,6,1.7,-1.4,nt,0.7,2,-1
O=S(=O)(NCCC1=CCCCC1)c1ccc(F)cc1,14,-1.6,5,3.1,0.5,-10,-0.3,-1,-1
CC(=O)N1CCN(C(=S)c2ccc([N+](=O)[O-])cc2)CC1,-8,-0.3,-12,-0.7,-0.7,4,nt,1,-4
NS(=O)(=O)c1cc(C(=O)OCC(=O)N2CCc3ccccc3C2)ccc1Cl,3,-0.6,0,0.3,nt,-22,1.9,nt,nt
CCCC(=O)N1CCN(c2ccc(NC(=O)c3ccccc3)cc2)CC1,-3,i,3,0.7,1.4,-11,nt,0,-4
CCN1C(=O)c2cccc3c(S(=O)(=O)N4CCCC4C(=O)O)ccc1c23 (stereo unspecified),8,-10,-15,-1.7,-1.1,-5,0.1,1,-10
COc1ccc(NC(=O)CN(C)C(=O)c2cc(-c3ccc(OC)cc3)nc3ccccc23)cc1,-4,i,3,-1.0,4.8,-10,4.0,nt,-2
c1ccc(CN2CCN(C3=Nc4cccc5cccc3c45)CC2)cc1,24,i,-3,0.6,2.1,15,nt,-3,-2
CC(C)(C)OC(=O)N1CCC(Cc2cc(-c3ccc(Cl)cc3)no2)(C(=O)O)CC1,7,0.1,5,1.3,-0.1,6,2.4,-2,-6
CCn1c(=O)[nH]c(=O)c2c(N)c(C(=O)c3ccccc3OC)sc21,11,i,3,-0.2,-0.2,4,nt,1,-1
c1ccc(C2CC(c3cccs3)Nc3nnnn32)cc1 (stereo unspecified),0,i,4,-0.9,-0.1,9,1.2,-1,2

# Exported as labelled records: entries from further up
> CC(C)(C)OC(=O)N1CCC(Cc2cc(-c3ccc(Cl)cc3)no2)(C(=O)O)CC1
  Yp Topo-I inh: 7	BH1578 lux ind: 0.1	PrPC TRFRET: 5	PfHsp40 rescue: 1.3	BoNT A protease: -0.1	PriA SSB inh: 6	TcdB inh: 2.4	SARS 3CLpro inh: -2	Anthrax LF inh2: -6
> CCn1c(=O)[nH]c(=O)c2c(N)c(C(=O)c3ccccc3OC)sc21
  Yp Topo-I inh: 11	BH1578 lux ind: i	PrPC TRFRET: 3	PfHsp40 rescue: -0.2	BoNT A protease: -0.2	PriA SSB inh: 4	TcdB inh: nt	SARS 3CLpro inh: 1	Anthrax LF inh2: -1
> c1ccc(C2CC(c3cccs3)Nc3nnnn32)cc1 (stereo unspecified)
  Yp Topo-I inh: 0	BH1578 lux ind: i	PrPC TRFRET: 4	PfHsp40 rescue: -0.9	BoNT A protease: -0.1	PriA SSB inh: 9	TcdB inh: 1.2	SARS 3CLpro inh: -1	Anthrax LF inh2: 2

# (list continues)
Structure,Yp Topo-I inh,BH1578 lux ind,PrPC TRFRET,PfHsp40 rescue,BoNT A protease,PriA SSB inh,TcdB inh,SARS 3CLpro inh,Anthrax LF inh2
CCOC(=O)CNc1nc(Oc2ccc(=O)n(C)n2)nc(N(CC)CC)n1,4,0.5,10,-0.7,-0.3,-8,-2.8,-5,0
CCOCCCNC(=O)C1CC(=O)N(CCc2ccc(C)cc2)C1 (stereo unspecified),2,0.2,0,nt,1.2,-10,0.1,-1,2
C=CCn1c(=O)c2ccccc2n2c(SCC(=O)c3ccccc3)nnc12,-2,-0.4,13,1.2,1.5,-4,nt,-7,1
CCc1ccc(CNCc2cccs2)cc1,-10,1.0,-5,0.6,-5.1,4,1.4,-1,-9
COc1cc(CC(=O)NNC(=O)c2cccs2)cc(OC)c1OC,-5,i,2,0.3,0.5,-2,0.8,nt,3
O=C(CNC(=O)c1ccccc1)OCc1cccc([N+](=O)[O-])c1,-4,-0.3,-7,-0.5,-0.7,-5,nt,-4,-2
Cc1c(N=C/C=C/c2ccccc2)cnn1C,5,-6.2,7,-1.5,-0.1,-7,nt,1,-2
COCCC(=O)Nc1ccc2c(c1)CN(C(=O)c1ccc(CSC)o1)CC2,-5,-0.4,10,0.1,-2.6,-6,-0.4,-1,-6
O=C(CNC(=O)c1ccc(S(=O)(=O)N2CCCC2)cc1)N/N=C/c1ccccc1Cl,6,-0.7,5,-0.8,1.6,nt,nt,-5,0
CCCCC[C@H](C)N1C[C@H](COCc2ccccc2)Oc2cc(N3CCC[C@H]3CO)ccc2S1(=O)=O,nt,nt,13,nt,0.2,nt,0.3,nt,-6
CCOc1ccccc1C1CC(=O)Nc2cc3c(cc21)OCO3 (stereo unspecified),21,1.4,21,-1.7,0.7,18,nt,1,-2
OCC[C@@H]1C[C@H](O)[C@@H](O)[C@@]2(CCc3ccccc3O2)O1,-4,-0.6,0,-1.2,0.0,-11,0.7,1,0
O=C(CC1C[C@H](C(=O)N2CCOCC2)[C@@]2(CCC3CCCC3)c3[nH]c4ccccc4c3CCN2C1=O)NCc1cccc(C(F)(F)F)c1 (stereo partly specified),3,-1.4,7,1.7,-0.2,-4,-0.1,nt,-7
COC(=O)C(C)Sc1nc2c(c(-c3ccc(OC)cc3)c1C#N)-c1ccccc1C2=O (stereo unspecified),5,-0.3,-8,0.8,5.1,-14,nt,-5,?
CN(C)CCCN(Cc1ccccc1)C(=S)NCc1ccccc1,-8,-0.2,-15,-1.3,-0.3,-14,1.8,2,-3
Cn1c(=O)c(-c2ccccc2)nn2c3ccccc3nc12,-4,5.9,-10,2.7,-0.8,-5,nt,-5,-7
CN(C)CCNC(=S)Nc1ccc(Br)cc1,-7,-0.2,-5,-0.2,0.0,-7,0.6,-3,0
c1ccc(SCCOCCN2CCc3ccccc3C2)cc1,10,i,2,0.0,1.4,-6,-6.5,1,0
CCN(CC(=O)N1CCOCC1)S(=O)(=O)c1ccc(F)cc1,5,i,2,-0.4,-1.5,-6,-0.2,1,2
Cc1cccc(C)c1NC(=O)C1c2ccccc2OCC(=O)N1CC(F)(F)F (stereo unspecified),nt,nt,6,nt,0.2,nt,-0.3,nt,-4
CC(=O)c1c(C)[nH]c(C(=O)CSc2nnc(-c3ccc(Cl)cc3)n2CC2CCCO2)c1C (stereo unspecified),22,-0.4,9,-1.2,0.5,-7,nt,1,0
CSc1ccccc1NC(=O)C1CC(c2c(F)cccc2Cl)=NO1 (stereo unspecified),1,-0.2,2,4.8,-3.8,-29,1.7,3,8
CN(C)S(=O)(=O)c1cccc(C(=O)C2=C3SC=C(c4ccccc4)N3CC2)c1,9,nt,-8,-1.8,2.3,-15,nt,6,-1
CCCCn1c(O)c(C(C)=NCc2ccc3c(c2)OCO3)c(=O)[nH]c1=O,4,-0.8,8,2.7,-27,6,-0.1,5,-32
CC(NC(=O)c1ccc(C#N)cc1)C1CC2CCC1C2 (stereo unspecified),-10,-0.2,-5,-0.4,1.7,6,-0.9,6,1
Cc1nn(-c2ccc(F)cc2F)c2c1-c1nc(N3CCCC3)ncc1CC2,-7,i,-2,1.4,?,-6,nt,1,-1
CC1CCc2c(C(=O)N3CCN(S(=O)(=O)c4cccs4)CC3)csc2C1 (stereo unspecified),4,-0.5,12,12,0.4,-10,nt,0,-9
CC(=O)c1cccc(NC(=O)c2cc(C(C)C)on2)c1,4,i,10,1.2,-0.3,-5,-1.2,-1,-6
Cc1cc(C(=O)CN2C(=O)c3ccccc3S2(=O)=O)c(C)n1CC1CCCO1 (stereo unspecified),-1,-0.3,-4,-0.1,0.9,-9,nt,2,1
Cn1c(=O)c2c(nc(N3CCN(c4ccc([N+](=O)[O-])cc4)CC3)n2C)n(C)c1=O,5,-1.6,-11,nt,0.2,-6,0.8,-2,-4
CC(C)CNS(=O)(=O)c1cc2c3c(c1)CCC(=O)N3CCC2,-2,-0.9,5,0.6,2.7,-7,-0.3,-2,-1
COc1cccc(CNC(=O)c2ccc(C(=O)NCc3cccc(OC)c3)cc2)c1,5,3.4,-1,-1.1,2.4,-10,1.8,6,-4
C[C@@H]1c2ccccc2N2C[C@H](Cc3ccc(C(=O)c4ccccc4)cc3)C[C@@H]12,36,i,-5,nt,-1.0,nt,0.7,nt,-3
CCC(=O)N(CC)C1=C(O)c2ccccc2C(=O)C1=O,-1,i,-31,1.4,0.0,-11,-0.1,-1,1
CCCCN(C(=O)CC1OC(=O)c2ccccc21)c1c(N)n(CCCC)c(=O)[nH]c1=O (stereo unspecified),1,i,7,-0.2,nt,-5,4.8,nt,nt
Cc1ccc(C)c(NC(=O)CN(C)C(=O)[C@@H](NC(=O)c2ccc(C(C)(C)C)cc2)C(C)C)c1,9,-0.2,-5,0.4,-0.5,2,nt,-2,-2
COc1cccc(N(CC(=O)NC(C)(C)C)C(=O)C2CSC(=O)C2)c1 (stereo unspecified),7,-0.2,1,-1.6,0.6,-36,2.2,2,-1

# Screens: PubChem, several laboratories
